# TRb SRC2 PPI = TRbeta-SRC2 interaction inhibition. Potency, µM (highest dose often 106 µM), without a hit: at the top dose activity change, negative = inhibition, hits mostly inhibitors. actives 0.065% (n = 280,000). P10828. AID 1469. TRbeta-SRC2 peptide binding, fluorescence polarization; receptor liganded with 1 µM T3;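 note: plate controls were bound peptide for no effect and peptide without receptor for full effect; nearly all actives have a fitted effect of over 50% in size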
# Target sequence (P10828 whole entry, looked up): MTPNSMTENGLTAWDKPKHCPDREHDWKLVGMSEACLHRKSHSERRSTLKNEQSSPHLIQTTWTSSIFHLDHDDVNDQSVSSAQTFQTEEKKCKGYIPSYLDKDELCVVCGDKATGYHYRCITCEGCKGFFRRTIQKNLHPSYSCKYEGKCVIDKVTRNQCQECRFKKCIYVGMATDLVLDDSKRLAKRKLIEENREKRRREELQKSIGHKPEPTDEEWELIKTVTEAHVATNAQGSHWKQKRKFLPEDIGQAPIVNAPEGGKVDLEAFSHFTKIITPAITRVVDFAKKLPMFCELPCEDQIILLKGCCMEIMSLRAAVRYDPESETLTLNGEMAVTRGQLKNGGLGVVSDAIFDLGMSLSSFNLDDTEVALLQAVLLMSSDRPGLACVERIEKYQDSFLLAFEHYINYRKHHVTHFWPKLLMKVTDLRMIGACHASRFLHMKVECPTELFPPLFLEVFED
#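 Binding of a 20-amino-acid Texas Red SRC2 peptide (20 nM) to TRb ligand-binding domain (0.6 uM) with agonist T3 at 1 uM was followed by fluorescence polarization after a 5 hr room-temperature incubation.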
# L3MBTL1 block = L3MBTL1 (human) inhibition. Q9Y468. AlphaScreen L3MBTL1–H3K9me1 peptide binding. Potency, µM (titrated, usually from 57.1 µM), for inactives: top-dose activity, negative = inhibition, most hits filed as inhibitors. actives 0.66% (n = 230,000). AID 485360; note: nearly all actives have a fitted effect of over 60% in size
#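 First, the protein-peptide complex forms for 30 min at room temperature (L3MBTL1 50 nM, biotinylated H3K9me1 peptide 75 nM). Next, compounds are pin-transferred and incubated 30 min. Finally, AlphaScreen beads are added and read after 30 min.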
# aGlu spleen mod = inhibitors or activators of human alpha-glucosidase in spleen homogenate; P10253; human spleen homogenate, 4-MU-alpha-glucoside fluorescence; AID 2112; Potency, µM (series often up to 79.9 µM), without a hit: at the highest dose activity change, negative = inhibition, usual class: inhibitors; actives 0.006% (n = 240,000);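 note: 0% = enzyme with vehicle and -100% = no enzyme basal signal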
#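 Human spleen homogenate (1 ug) with 4-methylumbelliferyl-alpha-D-glucopyranoside (1 mM final) in 50 mM citrate/phosphate pH 5.0, 0.01% Tween-20; 40 min at 37 C. Stopped at pH 10; 4-MU fluorescence Ex 365/Em 440 nm; AC50 by Hill fit.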
# RECQ1 helicase = inhibitors of human RECQ1 DNA helicase. P46063. RECQ1 DNA unwinding, red fluorescence kinetic read. Potency, µM (highest dose often 57.3 µM), inactives show at the highest dose activity, negative = inhibition, actives largely listed as inhibitors. actives 0.54% (n = 240,000). AID 2549;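 note: plate controls were vehicle for no effect and no enzyme for full effect; nearly all actives have a fitted effect of over 30% in size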
# Target sequence (P46063 whole entry, looked up): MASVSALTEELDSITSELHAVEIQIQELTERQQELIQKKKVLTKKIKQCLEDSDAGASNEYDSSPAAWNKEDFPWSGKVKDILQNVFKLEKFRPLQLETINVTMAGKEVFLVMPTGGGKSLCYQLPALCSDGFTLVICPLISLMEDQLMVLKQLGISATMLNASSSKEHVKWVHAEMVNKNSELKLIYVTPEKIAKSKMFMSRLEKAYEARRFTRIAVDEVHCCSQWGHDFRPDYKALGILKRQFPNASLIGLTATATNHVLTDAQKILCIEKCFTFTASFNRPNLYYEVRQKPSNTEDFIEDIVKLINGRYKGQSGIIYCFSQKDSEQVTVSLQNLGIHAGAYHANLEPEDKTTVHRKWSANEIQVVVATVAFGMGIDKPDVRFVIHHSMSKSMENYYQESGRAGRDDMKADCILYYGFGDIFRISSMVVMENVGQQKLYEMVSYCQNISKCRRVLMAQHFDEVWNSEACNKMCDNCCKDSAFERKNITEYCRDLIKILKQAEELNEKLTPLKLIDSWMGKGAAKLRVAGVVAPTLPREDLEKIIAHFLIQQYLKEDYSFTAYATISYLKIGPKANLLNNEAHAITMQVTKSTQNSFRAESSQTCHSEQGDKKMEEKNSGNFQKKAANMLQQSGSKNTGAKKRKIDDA
#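 RECQ1T1 50 nM; forked duplex (20 bp + 30-nt ss tails) 200 nM, ATP 2 mM final; pH 8.0, 2 mM MgCl2, 2.5 ug/ml poly(dI-dC); 15 min compound preincubation; discontinuous kinetic read over 2 h at RT.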
# GAA glycogen = GAA glycogen-cleavage inhibition or activation; actives 0.38% (n = 300,000); Potency, µM (doses to about 76.4 µM), for inactives: at the highest dose activity change, negative = inhibition, hits mostly inhibitors; recombinant GAA, glycogen substrate, Amplex Red glucose oxidase fluorescence; P10253;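 note: 0% = full enzyme reaction and -100% = no-enzyme basal signal; the screen sought inhibitors and activators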
#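 Recombinant human alpha-glucosidase (4 nM final) hydrolysed bovine liver glycogen (30 ug) for 40 min at 37 C in pH 5.0 citrate/phosphate with 0.01% Tween-20. Released glucose detected by glucose oxidase/Amplex Red, Ex 573/Em 610 nm. Compounds up to 77 uM; AC50 from Hill fits.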
# GAA inh = blocks human lysosomal alpha-glucosidase. AID 1466. P10253. actives 0.005% (n = 200,000). purified human GAA, 4-MU-alpha-glucoside fluorescence. Potency, µM (highest dose often 76.9 µM), without a hit: at the highest dose activity change, negative = inhibition, most hits filed as inhibitors;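 note: plate controls were uninhibited enzyme wells for no effect and no-enzyme background for full effect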
#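 qHTS format, compound range up to 77 uM. Human lysosomal enzyme at 4 nM, 400 uM 4-MU glucoside substrate, pH 5.0, 20 min room temperature; fluorescence after alkaline stop gives activity normalized to controls.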
# TR SRC2 fluor cs = counter-screen for TRb-SRC2 inhibitors: fluorescence interference | TRb/SRC2 Texas Red total fluorescence interference | actives 0.29% (n = 280,000) | Potency, µM (doses to about 106 µM), without a hit: top-dose fluorescence change, negative = quenching; active = well fitted curve in either direction with a large enough effect; inconclusive = small, poorly fitted or top-dose-only effect
#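 Flags fluorescent or light-absorbing compounds by total fluorescence, S + 2P, at 555 nm excitation and 632 nm emission. Mixture: 20 nM Texas Red SRC2 peptide, 0.6 uM human TRb LBD, 1 uM T3, 5% DMSO; compound exposure 5 h at ambient temperature.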
# RGS12 GoLoco inh = inhibitors of human Gai1-RGS12 GoLoco interaction (red fluorophore) | Gai1:RGS12 GoLoco peptide FP, rhodamine, 10 min | Potency, µM (titrated, usually from 61.6 µM), for inactives: at the highest dose activity, negative = inhibition, hits mostly inhibitors | actives 0.44% (n = 230,000) | AID 880; active = well fitted inhibition curve with a large enough effect, not every such curve was filed as active; inactive = no such curve, though single readings can be large or run the other way; note: nearly all actives have a fitted effect of over 30% in size; many of its hits are not listed in these tables
# An asterisk follows results filed as active; i = inactive; ? = inconclusive; nt = not tested or not shown; & = joins results of further samples; [ ] = dose if it differs, or a comment. Unless noted, calls come from the whole dose curve; as a rule, active = well fitted curve in the direction sought with a large enough effect; inconclusive = small, poorly fitted or top-dose-only effect, or another doubt; inactive = no such curve, though single readings can be large; an effect the other way counts as inactive or inconclusive. Unless noted, % is set by controls: 0 for no effect and ±100 for the full control effect; potency is the fitted concentration of half-maximal effect. Not all compounds are listed. The share of hits here may be higher or lower than overall.
SMILES,TRb SRC2 PPI,L3MBTL1 block,aGlu spleen mod,RECQ1 helicase,GAA glycogen,GAA inh,TR SRC2 fluor cs,RGS12 GoLoco inh
O=C(c1ccc2c(c1)OCO2)C1CCCN(C(=O)NCc2ccccc2)C1 (stereo unspecified),5.1%,3.8%,8.2%,i,-6.9%,4.1%,-1.8%,4.8%
CCCSc1nnc(NC(=O)c2nc(SC)ncc2Cl)s1,4.5%,nt,-12.4%,-15.7%,-12.5%,0.4%,-3.0%,4.9%
COc1cccc(-n2nnc3c(=O)n(Cc4ccc(Br)cc4)cnc32)c1,3.8%,1.8%,1.8%,-12.0%,3.8%,-3.6%,-0.8%,12.6%
CC(=O)Nc1cccc(-c2csc(Nc3cc(C)ccn3)n2)c1,-11.8%,7.3%,-1.9%,-26.7%,-15.4%,-6.3%,-9.7%,3.7%
CCO[C@H]1OC(C(=O)N2CCCCCCC2)=C[C@@H](c2ccccc2)[C@@H]1CCCO,-2.5%,1.9%,1.4%,-16.2%,-2.7%,nt,0.2%,3.2%
Oc1cc(-n2cccn2)c(O)cc1-n1cccn1,-9.0%,-6.9%,-5.5%,i,?,-5.7%,-4.6%,28.9%
C[N+]1(CCCOC(=O)C2(c3ccccc3)CCCC2)CCOCC1,-3.5%,2.4%,0.1%,-1.6%,-8.9%,?,-1.4%,-27.6%
O=C(Cn1c(=O)n(CCCC(=O)NC2CCCC2)c(=O)c2ccccc21)NCCC1=CCCCC1,-2.7%,-2.4%[11.4 µM],0.8%,3.9%,5.1%,4.3%,-4.5%,10.2%
CCOC(=O)c1c(C)[nH]c(C(=O)COC(=O)COc2ccc(OC)cc2)c1C,1.5%,8.1%,-5.5%,-14.1%,13.3%,-0.6%,2.1%,8.4%
Cc1n[nH]c(C)c1S(=O)(=O)Nc1ccc2c(c1)OCCO2,2.2%,5.1%,1.3%,i,2.3%,1.4%,-2.1%,4.4%
Cc1ccnc(NC(=O)CCCOc2cc(=O)n(C)c3ccccc23)c1,-1.4%,-2.1%,3.8%,-2.1%,-6.4%,3.7%,-4.1%,0.7%
COC(=O)[C@@]1(Cc2ccc(F)cc2)[C@H]2c3cc(C(=O)N(C)C)n(CCO)c3C[C@H]2CN1C(=O)c1ccccc1,3.8%,nt,4.0%,-7.7%,nt,nt,-2.7%,0.7%
CCOCCCNC(=O)CC1Oc2ccc(C)cc2NC1=O (stereo unspecified),-7.2%,7.6%,-0.3%,0.6%,3.3%,-7.9%,0.9%,-10.8%
Cc1cccc(OCC(=O)O/N=C(\N)c2ccc(Cl)cc2)c1,-11.4%,-2.1%,-3.9%,-7.3%,-7.4%,4.9%,-2.9%,9.6%
CN1/C(=C\C(=O)COC(=O)c2ccc(O)c(O)c2)C(C)(C)c2ccccc21,10.8%,-27.1%,-2.5%,25.1µM*,10µM*,-0.2%,7.8%,163.7%[activator]
COc1ccc(OCC(=O)NC(=S)NNC(=O)COc2ccc(Br)cc2Cl)cc1,-5.0%,5.4%,3.2%,18.1%,-16.8%,7.5%,1.7%,-3.0%
CN(CCCC1CCCC1)C(=O)CCc1nnc(-c2ccccc2)o1,1.7%,16.9%,3.8%,i,-3.9%,6.2%,-0.5%,3.1%
CSc1nnc(C)c(=O)[nH]1,-5.0%,52.1%[activator],0.7%,i,0.5%,9.9%,-4.8%,-23.1%
CCCCNC(=S)NNC(=O)CCn1cc(C)cn1,-0.8%,2.3%,-9.8%,2.9%,11.2%,0.9%,-3.5%,8.6%
COc1cccc(NC(=O)CN(c2cccc(F)c2)S(C)(=O)=O)c1,4.9%,nt,-14.1%,-2.6%,-1.3%,0.4%,0.4%,7.4%
Cc1ccc([N+](=O)[O-])cc1NC(=O)Cc1ccc(F)cc1,0.1%,nt,-7.5%,i,8.6%,1.1%,2.0%,5.6%
O=c1onc2cnc3ccccc3n12,13.8%&3.8%,nt,16.9%&8.4%,-7.0%&-16.4%,nt,nt,3.0%&-1.6%,-4.4%&-3.1%
COCCn1c(SCc2cnc(-c3ccccc3)s2)nnc1-c1ccncc1,-0.3%,-1.6%,-0.9%,-20.8%,-6.3%,-14.9%,-4.3%,4.6%
C/C(=N\NS(=O)(=O)c1ccc(C)cc1)c1ccc(C)o1,-2.0%,-7.7%,5.4%,i,?,2.8%,-3.3%,3.5%
Cc1nn(Cc2c(F)c(F)c(F)c(F)c2F)c(C)c1NC(=O)c1ccc(COc2ccccc2Cl)o1,4.0%,-7.0%,3.9%,i,-4.0%,-1.5%,4.3%,1.4%
COC(=O)c1ccccc1NC(=O)CN1CCCCC1,2.0%,0.6%,-21.2%,i,-3.0%,9.3%,-1.8%,13.5%
NS(=O)(=O)c1ccc(CCNCC(=O)N2CCC(Cc3ccccc3)CC2)cc1,-10.1%,14.6%,12.0%,-4.5%,8.3%,2.0%,-4.4%,-13.3%
COc1ccc(-c2ccc(SCC(=O)Nc3cccc(C(C)=O)c3)nn2)cc1OC,-4.4%,nt,3.9%,5.2%,-3.9%,-4.6%,-1.0%,15.2%
COc1ccc(C2CC(c3ccccc3)Nc3nc(NC(=O)c4ccco4)nn32)cc1 (stereo unspecified),2.1%,-7.2%,-6.7%,-3.3%,-16.1%,-0.5%,2.7%,-2.0%
COc1cccc2c1OC1(C)CC2N(C(=O)c2ccco2)C(=S)N1c1ccc(F)cc1 (stereo unspecified),-2.6%,-14.2%,-2.1%,-18.7%,-3.1%,-4.0%,-1.8%,5.2%
O=C(Cn1c(CO)nc2ccccc21)NCc1ccc2c(c1)OCO2,5.4%,-0.8%,0.8%,-3.5%,3.6%,-0.2%,1.7%,0.4%
Cc1cccc(/C=N/NC(=O)C2CCCNC2=O)c1 (stereo unspecified),2.7%,0.0%,3.2%,-1.6%,-2.2%,?,-0.6%,2.0%
COC(=O)/C=C/c1ccc(C(=O)NCC(=O)N[C@@H](CCC(=O)OC)C(=O)N[C@@H](CC(C)C)C(N)=O)cc1,-2.1%&-6.0%,nt,2.2%&-6.0%,5.8%,nt,nt,-0.4%&1.7%,-3.1%
C/C(=N/Nc1nc(C)cc(-c2ccccc2)n1)c1ccco1,-8.4%,nt,-7.4%,12.5%,-18.5%,-0.4%,-3.8%,3.0%
O=C(c1cccnc1)N(Cc1ccccc1)c1ccccc1,3.8%,nt,3.7%,5.0%,3.5%,?,2.8%,9.9%
COC(=O)c1nc2n(n1)C(c1ccc(OC)c(OC)c1)C(C(=O)OC1CCCCC1)=C(C)N2 (stereo unspecified),1.2%,nt,-1.3%,-2.1%,2.4%,-8.3%,-4.0%,11.2%
O=C(CCN1C(=O)c2ccccc2C1=O)NC(=S)Nc1cccc(Cl)c1,0.3%,3.1%,-0.6%,-8.0%,-13.5%,3.5%,-1.6%,4.8%
O=C(NNC(=O)c1ccco1)c1ccccc1,5.9%,-3.1%,-0.4%,-1.3%,8.1%,3.8%,-1.2%,8.0%
CCOC(=O)c1nnsc1N,8.3%,-1.6%,1.3%,i,4.5%,nt,-4.2%,-1.5%
CCCC1Cc2nc(Cl)c(C#N)cc2CO1 (stereo unspecified),-0.1%,-5.5%,-0.1%,-9.4%,-2.4%,-6.7%,0.3%,2.9%
O=c1cc(CSc2ccccc2)[nH]c(=S)[nH]1,4.9%,7.8%,-6.6%,-1.8%,-5.8%,-10.9%,-3.1%,2.3%
CN1CCN(C2=C(Cl)C(=O)N(CCc3ccccc3)C2=O)CC1,-14.9%,-8.0%,-16.2%,-3.9%,-1.2%,-0.2%,-4.3%,2.0%
COC(=O)c1ccc(/C=N/NC(=S)NCCN2CCOCC2)cc1,4.3%,8.0%,-2.7%,i,7.0%,7.3%,-0.5%,-1.1%
CN(C)CCNC(=O)CNC(=S)N(Cc1ccccc1)Cc1ccccc1F,7.5%,-17.4%,-8.9%,i,9.2%,-5.0%,-3.8%,-16.5%
CN(C)c1cc(-c2ccc(C#N)cc2)oc(=O)c1Cl,-4.9%,10.8%,0.8%,-9.5%,-3.8%,nt,-2.5%,4.4%

# Four compounds picked at random from the list so far:
SMILES,TRb SRC2 PPI,L3MBTL1 block,aGlu spleen mod,RECQ1 helicase,GAA glycogen,GAA inh,TR SRC2 fluor cs,RGS12 GoLoco inh
O=C(Cn1c(CO)nc2ccccc21)NCc1ccc2c(c1)OCO2,5.4%,-0.8%,0.8%,-3.5%,3.6%,-0.2%,1.7%,0.4%
COC(=O)/C=C/c1ccc(C(=O)NCC(=O)N[C@@H](CCC(=O)OC)C(=O)N[C@@H](CC(C)C)C(N)=O)cc1,-2.1%&-6.0%,nt,2.2%&-6.0%,5.8%,nt,nt,-0.4%&1.7%,-3.1%
CCCC1Cc2nc(Cl)c(C#N)cc2CO1 (stereo unspecified),-0.1%,-5.5%,-0.1%,-9.4%,-2.4%,-6.7%,0.3%,2.9%
O=C(c1cccnc1)N(Cc1ccccc1)c1ccccc1,3.8%,nt,3.7%,5.0%,3.5%,?,2.8%,9.9%

# Later entries:
SMILES,TRb SRC2 PPI,L3MBTL1 block,aGlu spleen mod,RECQ1 helicase,GAA glycogen,GAA inh,TR SRC2 fluor cs,RGS12 GoLoco inh
Cn1c(/N=C/c2cccs2)nc2ccccc21,-7.9%,1.7%,-6.4%,-3.0%,0.3%,-0.5%,-0.3%,13.2%
COc1cccc(N(CC(=O)N2CCc3ccccc3C2)S(C)(=O)=O)c1,2.7%,nt,-2.2%,2.6%,0.5%,4.2%,-1.8%,0.5%
COc1cccc(CN=C2Nc3ccccc3CS2)c1,2.2%,32.2%[activator],3.8%,-14.2%,3.4%,1.1%,-4.1%,8.1%
Cc1cc(/C=N/n2c(COc3ccccc3)nc3ccccc3c2=O)c(O)c([N+](=O)[O-])c1,8.9%,5.62µM*,-5.0%,-3.6%,13.8%,-2.2%,-7.0%,36.1%[activator]
CN(C)S(=O)(=O)c1ccc(N=Cc2c(C(F)(F)F)[nH][nH]c2=O)cc1,-1.1%,13.8%,nt,i,-0.8%,4.1%,-1.0%,1.8%
CC1CCCCN1C(=S)NCc1ccccc1 (stereo unspecified),1.9%,-1.0%,-6.9%,-9.5%,-7.3%,1.6%,-2.0%,nt
Clc1ccc(OCCn2cnc3ccccc32)cc1,2.5%,nt,4.9%,i,8.0%,-0.4%,-0.7%,1.2%
